Compound activity as filed in PubChem BioAssay.
FN deposition inh: inhibitors of fibronectin matrix deposition, primary screen, AH1F cells, Alexa488-fibronectin fluorescence, plate reader; AID 743247, 2014; AH1F fibroblasts, overnight; inhibition, % at 12.6 µM; 350,000 compounds, 0.086% hits;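 active = mean inhibition across replicates of 30% or more, regardless of how many single replicates reach that level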;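 note: positive control wells lacked labelled fibronectin entirely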
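Assay system: AH1F fibroblast monolayer, labelled fibronectin deposition. Amount: 10000 cells per well. Also added: labelled fibronectin 24 nM. Compound: single-point pinned compound. Incubation: cell attachment 1 h, compound and FN exposure overnight. Detection: fluorescence after three HBSS washes, excitation 485 nm, emission 525 nm. Read-out: inhibition of fibronectin deposition signal.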
RAD54 inh: inhibitors of human RAD54 branch migration, primary screen, biochemical, fluorescence, single point | RAD54 Holliday junction branch migration, FAM/BHQ fluorescence | inhibition, % at 10.4 µM | 360,000 compounds, 0.14% hits | AID 602329, 2012;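 active = mean normalized replicate activity at least 40 and at least half of replicates scoring 40 or more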;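 note: 0% = median of neutral control wells and 100% = median of positive control wells; inhibitors cause a drop in the FAM fluorescence signal; in these data hits start at about 50%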
EWS-Fli inh: EWS/Fli-driven NR0B1 reporter inhibitors, primary screen, A673 cells, NR0B1 luciferase, luminescence, MLPCN library | 350,000 compounds, 0.67% hits | AID 651661, 2012 | inhibition, % at 12.6 µM | viability-normalised;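 active = mean inhibition of at least 50% after viability correction, with every replicate also passing that limit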;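 note: firefly luciferase signal divided by Alamar Blue viability fluorescence both relative to DMSO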
E-sel inducer: E-selectin induction in HUVECs, primary screen, imaging, HUVEC, immunofluorescence imaging, single point; normalized: neutral wells 0, TNF-alpha wells 100; activation, % at 7.58 µM; 260,000 compounds, 0.37% hits;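 active = mean E-selectin-positive cell signal at least 10% of the positive control, reached in at least 60% of replicates, without over 20% cell loss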;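 note: in these data hits start at about 27%; measured in HUVEC primary endothelial cells; signal is the percent of cells scored E-selectin positive by PE staining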
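Test system: HUVEC; input: 3,000 HUVEC/well; measured by: immunofluorescence imaging; read-out: % PE-positive cells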
XiGFP reactiv: activators of inactive X chromosome reactivation, primary screen, imaging, XiGFP fibroblasts, GFP high-content imaging, set 2; XiGFP mouse fibroblasts, % GFP-positive cells imaging, 3 d; cells co-treated with 5-aza-dC sensitizer; scaled so ellipticine positive control = 100%; activation, % at 7.58 µM; 360,000 compounds, 0.055% hits; AID 743238, 2013;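 active = mean normalized replicate activation at least 10% and every replicate at or above 10%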;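 note: 0% = median of on-plate neutral control wells and 100% = ellipticine 6 µM median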
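Material: XiGFP fibroblasts, SV40-immortalized. Buffer or medium: DMEM plus 5-aza-dC sensitizer. Compound: single concentration per compound, delivered by pin transfer. Times: 3 days compound exposure. Controls: ellipticine 6 µM.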
RAD52 inh: RAD52 DNA annealing inhibitors, primary screen, biochemical, FRET, single point, set 2 | inhibition, % at 18.7 µM | 360,000 compounds, 0.46% hits | recombinant RAD52 DNA annealing, FRET fluorescence;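 active = every replicate showing at least 50% inhibition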
Target sequence (P43351 whole entry, looked up): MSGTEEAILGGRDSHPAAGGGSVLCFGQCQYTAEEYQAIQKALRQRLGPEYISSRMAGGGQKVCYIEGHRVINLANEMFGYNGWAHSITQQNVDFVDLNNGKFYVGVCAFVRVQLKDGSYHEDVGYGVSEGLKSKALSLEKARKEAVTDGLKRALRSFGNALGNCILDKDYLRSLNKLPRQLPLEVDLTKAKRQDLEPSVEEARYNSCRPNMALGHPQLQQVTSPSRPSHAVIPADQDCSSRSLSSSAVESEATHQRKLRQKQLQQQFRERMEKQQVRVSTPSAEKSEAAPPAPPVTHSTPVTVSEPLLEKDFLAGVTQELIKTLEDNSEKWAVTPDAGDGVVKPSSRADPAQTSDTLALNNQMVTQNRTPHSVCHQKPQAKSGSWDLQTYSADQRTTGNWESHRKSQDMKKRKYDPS
S100A4 inh HTS: inhibitors of S100A4-myosin IIA peptide binding, primary screen, biochemical, fluorescence polarization, TAMRA-MyoIIA peptide; Protein S100-A4 (Homo sapiens), P26447; inhibition, % at 10.7 µM; 360,000 compounds, 0.14% hits; AID 652163, 2013;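 active = mean inhibition of at least 70% across replicates, with every replicate also reaching that level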
Target sequence (P26447 whole entry, looked up): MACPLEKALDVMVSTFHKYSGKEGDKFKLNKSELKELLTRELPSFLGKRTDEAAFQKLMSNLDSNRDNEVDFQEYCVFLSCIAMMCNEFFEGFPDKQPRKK
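Material: S100A4 monomer (human). Medium: Calcium-containing HEPES buffer, pH 7.2. Probe or stimulus: labelled myosin peptide probe, 5 nM. Compound dosing: one concentration per compound. Timing: polarization read 5 min after assay mix addition, stable 5–60 min. Benchmarks: DMSO as neutral control, TFP as positive control.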
esBAF inh: Bmi1 luciferase reporter increase in mESCs, primary screen, esBAF inhibitor project, mouse ES cells, Bmi1 luciferase knock-in, single point. AID 602393, 2012. reporter increase, % at 12.5 µM. 24 h; 100% = twice the neutral-well signal. 350,000 compounds, 2% hits; in the data active = activation above about 40%;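 note: 0% = median of the plate's neutral control wells and 100% = double that signal; a rise in the Bmi1 reporter signal indicates esBAF inhibition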
Active calls of the source: *; . = not tested or not shown.

SMILES | FN deposition inh | RAD54 inh | EWS-Fli inh | E-sel inducer | XiGFP reactiv | RAD52 inh | S100A4 inh HTS | esBAF inh
O=C1/C(=C/c2cccnc2)SC(=S)N1Nc1ccccc1 | -5 | -8 | 13 | . | 0.0 | -21 | 6 | .
C[C@@H]1CN([C@@H](C)CO)S(=O)(=O)c2ccc(C#C[C@@H](C)O)cc2O[C@H]1CN(C)C(=O)C1CCCCC1 | . | -6 | -2 | . | 0.0 | 2 | -6 | 0
CC(C)(C)SCCNC(=O)COc1ccc(Cl)cc1 | . | -6 | -12 | . | . | -10 | -2 | 2
O=CNn1cnc2c(oc3nc(-c4ccccc4)cc(-c4ccco4)c32)c1=O | 5 | . | 4 | . | 0.1 | -19 | 3 | .
O=C(NCC[C@@H]1CC[C@H](NC(=O)C2CC2)[C@H](CO)O1)Nc1ccc(Cl)cc1 | 1 | -9 | -18 | 0.1 | 0.0 | 12 | 17 | 9
CO[C@H]1CC[C@H]2CCN(C)C(=O)[C@H](C)[C@H](OC)CN(C)C(=O)c3cc(C#N)ccc3OC[C@@H]1O2 | -12 | -2 | -2 | 0.1 | -0.1 | 15 | 6 | 4
C=CCNC(=S)N1CCN(CCNC2=CC(=O)CC(C)(C)C2)CC1 | -1 | . | 5 | . | 0.0 | -3 | -1 | .
Cc1nc(C)c(/C(O)=C/c2nc3ccccc3oc2=O)s1 | 0 | . | 0 | . | 0.3 | -52 | -12 | .
c1ccc(CCNc2nc(-c3ccccn3)nc3ccccc23)cc1 | 11 | 21 | 8 | 0.1 | 26* | -2 | -3 | .
COc1ccc(-c2nnc3ccc(SCC(=O)N4CCCCC4)nn23)cc1OC | -3 | -10 | 1 | -0.7 | 0.0 | -9 | 2 | -9
Fc1ccc(-c2ccc3c(n2)CCCN3Cc2ccccc2C(F)(F)F)cc1 | -4 | . | -6 | 0.0 | -0.1 | -19 | -3 | .
C[C@@H]1CN([C@H](C)CO)C(=O)Cc2cc(NC(=O)C3CC3)ccc2O[C@@H]1CN(C)S(=O)(=O)c1ccc(Cl)cc1 | 11 | 21 | -2 | 0.4 | 0.0 | 1 | -17 | 0
O=C(Nc1cc(-c2ccccc2)nn1-c1ccccc1)c1ccccc1F | 4 | 8 | -53 | -0.1 | -0.2 | 8 | 8 | 5
C[C@H](CO)N1C[C@H](C)[C@@H](CN(C)C(=O)Nc2ccc(C(F)(F)F)cc2)Oc2c(NC(=O)c3ccc(-c4nccs4)cc3)cccc2C1=O | 21 | 0 | 4 | 0.1 | 0.0 | 5 | -5 | 9
O=C(N/N=C/c1ccc(-c2cccc([N+](=O)[O-])c2)o1)c1ccccc1O | 0 | . | 8 | . | 0.0 | -14 | 10 | .
CCOc1ccc(OCCC(=O)N(CC)CC(=O)Nc2ccccc2C(F)(F)F)cc1 | -8 | 7 | -29 | -1.6 | -0.1 | -7 | 1 | -3
COc1ccccc1NC(=O)N[C@H]1CC[C@@H](CC(=O)N[C@@H](C)c2ccccc2)O[C@@H]1CO | 2 | -3 | 2 | 0.0 | 0.7 | -8 | 9 | 1
NS(=O)(=O)c1cc2c(cc1Cl)NC(C1C[C@H]3C=C[C@@H]1C3)NS2(=O)=O (stereo not given in full) | -38 | -3 | -14 | 0.0 | -0.1 | 5 | -9 | 2
COc1ccc(S(=O)(=O)N2CCCc3nc(-c4ccc(Br)cc4)ccc32)cc1 | -10 | . | 21 | 0.1 | -0.1 | -7 | 0 | .
COc1cc(C)ccc1OCC(=O)OCC(=O)c1[nH]c(C)c(C(C)=O)c1C | -1 | . | -4 | -0.2 | -0.1 | -22 | 1 | -6
CC(C)OC(=O)C(C)Nc1ccc(F)c(Cl)c1 (stereo not given) | -6 | -4 | 5 | . | 0.2 | -1 | -5 | .
CC(C)n1cc([C@@H]2C[C@H]3CN(Cc4cccc(Cl)c4)C(=O)[C@]34CCCN24)cn1 | . | . | 0 | . | 0.1 | -19 | -11 | .
COc1ccc(/C=C2\SC(=S)N(CC(=O)OCC(=O)Nc3cc(Cl)cc(Cl)c3)C2=O)cc1 | -3 | . | -2 | -1.6 | 0.1 | -60 | 0 | .
O=C(O)C1CC(=O)N(c2ccc(OCc3ccc(Cl)cc3Cl)cc2)C1 (stereo not given) | . | -17 | -20 | . | . | -5 | 7 | -2
C[C@@H]1CN([C@@H](C)CO)C(=O)c2cc(NC(=O)Nc3ccc(C(F)(F)F)cc3)ccc2O[C@@H]1CN(C)Cc1ccc(C(F)(F)F)cc1 | . | -9 | 7 | 1.1 | 0.3 | -14 | -3 | -4
CCCCNC(=O)c1onc(CSc2ccc(C(C)C)cc2)c1C(=O)O | 20 | 0 | 1 | 0.0 | 0.0 | -12 | -2 | 2
CCc1cc2c(C)ccc(C)c2nc1SCC(=O)Nc1c(C)[nH]c(=O)[nH]c1=O | 3 | -11 | 8 | 0.3 | 0.0 | -12 | -7 | .
C[C@@H]1CN([C@@H](C)CO)C(=O)CCCn2nncc2CO[C@@H]1CN(C)Cc1ccc2c(c1)OCCN2C | 5 | -5 | 3 | -0.3 | 0.3 | 26 | 3 | -17
CNC[C@@H]1OCCCC[C@@H](C)Oc2ccc(NS(=O)(=O)c3cccs3)cc2C(=O)N([C@H](C)CO)C[C@H]1C | . | -4 | . | -0.3 | -0.7 | -85 | 101* | -7
CSc1cc(C)[nH]c(=O)n1 | 5 | . | -4 | 0.0 | 0.2 | -20 | 8 | .
CCOC(=O)c1ccc(N2C(=O)C(O)=C(C(C)=O)C2c2ccc([N+](=O)[O-])cc2)cc1 (stereo not given) | -4 | -1 | 5 | 0.8 | 0.0 | -7 | -2 | 1
CCN(CC(=O)Nc1c(F)cccc1F)C(=O)c1ccc2c(c1)OCCO2 | -6 | . | -4 | 0.4 | 0.0 | -2 | -5 | 1
Cc1cccc(C)c1OCC(=O)N(Cc1ccc(N(C)C)cc1)C1CCS(=O)(=O)C1 (stereo not given) | -17 | -10 | -7 | 0.1 | 0.1 | -26 | -5 | -4
CCCN(CCC)C(=O)C1CCN(c2cc(C)nc3c(-c4ccc(OC)c(OC)c4)c(C)nn23)CC1 | 3 | -5 | 13 | -0.9 | -0.1 | -2 | -2 | -2
Cc1ccc(C(=O)N/C(=C\c2ccc(Cl)cc2)C(=O)NCCCN2CCOCC2)cc1 | -4 | 2 | . | 0.2 | 0.1 | 3 | -23 | 7
COc1cccc(-c2c(C(=O)N/N=C/c3ccsc3)nnn2-c2nonc2N)c1 | 5 | 5 | . | 0.1 | 0.3 | -19 | -4 | -10
Cc1ccc(-c2ccc(=O)n(CC(=O)NCCC(C)C)n2)cc1 | . | 1 | 1 | . | 0.4 | -5 | -2 | -12
COC(=O)c1ccc(NC(=O)CN2C(=O)CC(C)S(=O)(=O)c3ccccc32)cc1 (stereo not given) | -2 | -11 | . | . | 0.1 | -4 | -5 | 2
CNC[C@H]1OCCCC[C@@H](C)Oc2ccc(NC(=O)Nc3c(C)noc3C)cc2C(=O)N([C@H](C)CO)C[C@H]1C | . | 0 | -8 | -0.1 | -0.2 | -25 | -55 | 0
Cc1ccc(C)c(-c2cc(C(=O)Nc3cccnc3)c3ccccc3n2)c1 | 3 | -4 | 10 | 0.2 | 0.3 | -17 | 1 | -1
CCOC(=O)COc1ccc2c3c(c(=O)oc2c1)CCCC3 | -1 | -6 | 8 | 0.0 | 0.1 | 2 | -10 | -5
COc1cc(OC)c(NC(=O)Cc2ccc(OC)c(S(=O)(=O)N3CCOCC3)c2)cc1Cl | 3 | 6 | 1 | 2.7 | 0.3 | -5 | -2 | .
CN(C(=O)c1c[nH]c(=O)cc1C(F)(F)F)c1ccc(Cl)c(Cl)c1 | -10 | . | 0 | 7.1 | 0.2 | -5 | -6 | .
O=C(/C=C/Nc1ccc(F)cc1)c1ccc(Br)cc1 | 0 | -11 | -45 | . | 0.0 | -9 | 0 | .
O=C(NC1CC1)c1ccccc1 | 1 | -13 | 8 | 0.1 | 0.0 | -8 | 5 | 8

5 compounds drawn at random from the list so far, as already listed:
SMILES | FN deposition inh | RAD54 inh | EWS-Fli inh | E-sel inducer | XiGFP reactiv | RAD52 inh | S100A4 inh HTS | esBAF inh
O=CNn1cnc2c(oc3nc(-c4ccccc4)cc(-c4ccco4)c32)c1=O | 5 | . | 4 | . | 0.1 | -19 | 3 | .
C[C@@H]1CN([C@@H](C)CO)C(=O)c2cc(NC(=O)Nc3ccc(C(F)(F)F)cc3)ccc2O[C@@H]1CN(C)Cc1ccc(C(F)(F)F)cc1 | . | -9 | 7 | 1.1 | 0.3 | -14 | -3 | -4
O=C(Nc1cc(-c2ccccc2)nn1-c1ccccc1)c1ccccc1F | 4 | 8 | -53 | -0.1 | -0.2 | 8 | 8 | 5
O=C(O)C1CC(=O)N(c2ccc(OCc3ccc(Cl)cc3Cl)cc2)C1 (stereo not given) | . | -17 | -20 | . | . | -5 | 7 | -2
Cc1nc(C)c(/C(O)=C/c2nc3ccccc3oc2=O)s1 | 0 | . | 0 | . | 0.3 | -52 | -12 | .

Carrying on.
SMILES | FN deposition inh | RAD54 inh | EWS-Fli inh | E-sel inducer | XiGFP reactiv | RAD52 inh | S100A4 inh HTS | esBAF inh
CNC(=S)NCc1ccc2[nH]c(C)cc2c1 | 3 | -3 | 6 | 0.0 | 0.1 | 3 | 6 | 1
O=C1CNC[C@H]2[C@H](c3ccc(C#CC4CCCCC4)cc3)[C@@H](CO)N12 | 1 | . | 4 | 0.0 | 0.1 | -25 | 9 | .
COc1ccc(C(CC(=O)N2CCOCC2)c2c(OC)cc(OC)c3ccc(=O)oc23)cc1 (stereo not given) | 2 | 1 | -1 | 0.0 | 0.0 | -81 | 5 | -5
O=C(COc1coc(CN2CCN(c3ccccc3)CC2)cc1=O)Nc1ccc(F)cc1 | 3 | 3 | 3 | . | 0.3 | -12 | 0 | 0
NNC(=O)c1cnn(-c2ccccc2)c1-n1cccc1 | -6 | -4 | -16 | 0.8 | 0.0 | -5 | 1 | .
COc1ccc(CCNC(=O)C2CC(c3cccc(F)c3)=NO2)cc1 (stereo not given) | 4 | 0 | -6 | 0.0 | 0.1 | 6 | 1 | -6
O=C1C=CC2C3C(=O)N(c4ccccc4)C(=O)C3C1N2Cc1ccccc1 (stereo not given) | . | . | 60* | 0.5 | -0.1 | 5 | 1 | .

Limited to E-sel inducer, XiGFP reactiv and FN deposition inh, for some of the entries so far:
mol,E-sel inducer,XiGFP reactiv,FN deposition inh
CNC(=S)NCc1ccc2[nH]c(C)cc2c1,0.0,0.1,3
COc1ccc(CCNC(=O)C2CC(c3cccc(F)c3)=NO2)cc1 (stereo not given),0.0,0.1,4
O=C1CNC[C@H]2[C@H](c3ccc(C#CC4CCCCC4)cc3)[C@@H](CO)N12,0.0,0.1,1
NNC(=O)c1cnn(-c2ccccc2)c1-n1cccc1,0.8,0.0,-6
COc1ccc(C(CC(=O)N2CCOCC2)c2c(OC)cc(OC)c3ccc(=O)oc23)cc1 (stereo not given),0.0,0.0,2
